PLAP inhibitors HTS: inhibition of human placental alkaline phosphatase – biochemical, luminescence, HTS (AID 690). purified PLAP, luminescent substrate; higher % means a stronger effect. inhibition, % at 20 µM, or IC50 in µM where a hit was titrated. 96,000 compounds, 0.08% hits; in the data active means a potency from the dose series; inactive means the rest, 99 in 100 with inhibition below about 30%; further: strong numbers were not always called active
IL1B NFkB pot: enhances IL-1B driven NFkB nuclear translocation; HUVEC IL-1B NFkB p65 nuclear translocation imaging; activation, % at 2 µM; 94,000 compounds, 0.3% hits; AID 819;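 active means activation above 40%, about the mean plus 3 SD, also judged a hit on visual image review; inconclusive means activation above 40% but not a hit on visual review; inactive means activation not above 40% and no visual hit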;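 further: percent activation is computed from the nuclear over cytoplasmic p65 intensity ratio; values of inactives mirror those of a sister screen read the other way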
MRP reversal: MRP-mediated drug resistance reversal. 85,000 compounds, 0.04% hits. H69AR cells + 2 uM doxorubicin, CellTiter-Glo, 72 h. differential viability (reversal), % at 10 µM;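 active means viability drop by adding the cancer drug above about 55%, with treated viability meeting a 40% cutoff, limit read from the data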;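 further: viability without doxorubicin minus viability with 2 µM doxorubicin for each compound; larger differential means the compound sensitizes cells more to doxorubicin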
IL1B NFkB inh: blocks IL-1B driven NFkB nuclear translocation in HUVEC cells; 94,000 compounds, 0.43% hits; HUVEC IL-1B NFkB p65 nuclear translocation imaging; inhibition, % at 2 µM;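 active means inhibition above about 30% together with a positive call from visual inspection of the well image, limit read from the data; inconclusive means inhibition above a set limit but visual check negative; inactive means inhibition not above a set limit, visual check negative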;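 further: nuclear over cytoplasmic p65 intensity ratio measured by imaging; 0% = IL-1B stimulated DMSO wells and 100% = unstimulated DMSO wells; values of inactives mirror those of a sister screen read the other way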
Bcl-B TR3 displacers: displacers of TR3 peptide from Bcl-B, primary screen, selectivity assay for Bfl-1 inhibitor project, biochemical, fluorescence polarization; FP displacement of FITC-TR3 peptide from Bcl-B; higher % means a stronger effect; displacement, % at 20 µM; hits with a dose series show IC50 in µM; 96,000 compounds, 0.11% hits; AID 748;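 active means displacement above 50% at 20 µM plus a fluorescence interference ratio under 1.5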;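 further: plate controls were wells without compound for no effect and wells lacking Bcl-B protein for full effect; a part of the inactive calls stands beside numbers as strong as those of hits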
MRP reversal cytotoxicity: second read-out of MRP reversal, no call of its own (marks repeat the call); viability, %; H69AR cells, CellTiter-Glo, 72 h; measured here: cytotoxicity without doxorubicin
MRP reversal with doxorubicin: also measured in MRP reversal; calls as there; viability, %; measured here: viability with 2 uM doxorubicin; active compounds read low
IL1B NFkB inh cell count 2 µM: further read-out of IL1B NFkB inh, marked with its call; cell count; measured here: cells passing quality filter;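 raw number of nuclei counted in each imaged well without normalization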
IL1B NFkB pot cell count 2 µM: second read-out of IL1B NFkB pot, no call of its own (marks repeat the call); cell count; measured here: cells passing quality filter
The depositor's hits bear a star; ? = inconclusive; · = not tested or not shown. This is a subset, so the mix of outcomes need not match the whole.

SMILES | PLAP inhibitors HTS | IL1B NFkB pot | IL1B NFkB pot cell count 2 µM | MRP reversal | MRP reversal cytotoxicity | MRP reversal with doxorubicin | IL1B NFkB inh | IL1B NFkB inh cell count 2 µM | Bcl-B TR3 displacers
O=C(c1ccc2c(=O)n(-c3ccccc3)c(=O)[nH]c2c1)N1CCN(c2ccc(F)cc2)CC1 | -2.3% | -0.1 | 126 | 6.4 | 58.2 | 51.7 | 0.1 | 126 | 8.9%
CCOc1c(Br)cc(CNc2ccc3c(c2)OCCO3)cc1OC | 7.2% | 5.5 | 178 | · | · | · | -5.5 | 178 | 5.5%
COc1ccc(CCNC(=O)c2c(O)c3c([nH]c2=O)CCCC3)cc1 | 17.1% | 10.3 | 121 | -3.2 | 83.6 | 86.8 | -10.3 | 121 | 9.0%
COc1cc(C(=O)OC2CCN(C)CC2)cc(OC)c1OC | -21.4% | -22.6 | 128 | -1.8 | 74.0 | 75.8 | 22.6 | 128 | -5.8%
Cc1cc(C)n(-c2ccc(C(=O)Nc3cc(C(F)(F)F)ccc3N3CCOCC3)cc2)n1 | 0.4% | -12.5 | 133 | -10.3 | 47.7 | 58.0 | 12.5 | 133 | -5.5%
O=C(CN1CCCCC1)Nc1ccccc1-c1ccccc1 | 20.5% | -0.1 | 158 | 23.3 | 98.5 | 75.2 | 0.1 | 158 | -6.2%
O=C(O)CSC1CC(=O)N(c2ccc(Cl)cc2)C1=O (configuration not stated) | 8.4% | · | · | -7.0 | 92.4 | 99.4 | · | · | 12.8%
COc1cc(CNCCN2CCOCC2)ccc1OCc1ccc(Cl)cc1 | -79.0% | -5.5 | 175 | · | · | · | 5.5 | 175 | -7.5%
CCCOc1ccc(N2C(=O)CC(N(C(=O)c3ccco3)c3ccc(OCCC)cc3)C2=O)cc1 (configuration not stated) | 4.3% | 8.6 | 159 | -0.5 | 71.4 | 71.9 | -8.6 | 159 | -9.4%
CCn1c(=O)cc(SCC(=O)NCc2ccccn2)c2ccccc21 | -1.9% | -1.7 | 107 | -7.4 | 93.7 | 101.1 | 1.7 | 107 | -10.8%
Cc1nc2ccccc2c(=O)n1NC(=O)Cc1ccccc1 | · | -4.2 | 85 | -4.2 | 101.2 | 105.3 | 4.2 | 85 | ·
Oc1ccc2ccccc2c1N=Nc1ccccn1 | 11.3% | 1.1 | 135 | · | · | · | -1.1 | 135 | 1.4%
Cc1csc(SCC(=O)O)n1 | -4.4% | 1.2 | 146 | -14.1 | 86.4 | 100.4 | -1.2 | 146 | 1.5%
NC(=O)NC(Cc1ccccc1)C(=O)Nc1ccc(S(N)(=O)=O)cc1 (configuration not stated) | -16.7% | 8.2 | 166 | · | · | · | -8.2 | 166 | 10.0%
CCN(CC#CCC(O)(c1ccccc1)C1CCCC1)C(C)C (configuration not stated) | -51.1% | -5.1 | 173 | 13.6 | 98.3 | 84.7 | 5.1 | 173 | -3.8%
CCNc1nc2[nH]c(=O)c3c(c2s1)OC(N)=C(C#N)C3c1ccc(C)cc1 (configuration not stated) | -2.4% | -4.1 | 145 | · | · | · | 4.1 | 145 | -2.4%
c1ccc2c(c1)ncn2CCn1cnc2ccccc21 | 0.2% | · | · | -0.7 | 100.5 | 101.3 | · | · | 0.7%
O=c1n(-c2ccccc2)c(=O)n(Cc2ccccn2)n1Cc1ccccn1 | 20.8% | 21.1 | 119 | -2.6 | 72.9 | 75.5 | -21.1 | 119 | -1.4%
O=c1c2cccc3c2c(nn1-c1ccccc1)-c1ccccc1-3 | 5.2% | 0.6 | 137 | · | · | · | -0.6 | 137 | -4.8%
COc1ccc(/C=C(\NC(=O)c2ccc(OC)cc2)C(=O)NC(CCSC)C(=O)O)cc1 (configuration not stated) | -64.3% | 8.2 | 130 | · | · | · | -8.2 | 130 | 8.0%
Cc1cc(C)cc(N(CC(=O)NCc2cccnc2)S(C)(=O)=O)c1 | 0.1% | 12.9 | 65 | · | · | · | -12.9 | 65 | 12.8%
CC(=O)Nc1nonc1-c1nc2ccccc2n1CCC#N | -26.6% | -1.1 | 197 | -1.8 | 75.2 | 77.0 | 1.1 | 197 | 5.7%
CC(C)C(c1nnnn1Cc1ccc(F)cc1)N1CCN(C2CCCCC2)CC1 (configuration not stated) | -85.2% | · | · | 8.8 | 80.6 | 71.8 | · | · | -4.0%
CC(=O)NC1CC2CCCC(C1)N2C(=O)Nc1ccccc1 (configuration not stated) | -9.8% | 1.2 | 181 | 4.6 | 97.8 | 93.3 | -1.3 | 181 | 5.2%
Cc1noc(C)c1C(=O)N1CCCC1 | 12.0% | ? | · | 1.6 | 84.5 | 82.9 | -42.1 | 175 | 6.8%
CCOC(=O)C1=C(C)NC(=O)C1CC(=O)Nc1ccccc1 (configuration not stated) | · | 15.1 | 162 | 1.7 | 102.9 | 101.2 | -15.1 | 162 | ·
O=C(COC(=O)CNS(=O)(=O)/C=C/c1ccccc1)NC1CCS(=O)(=O)C1 (configuration not stated) | -17.0% | -5.8 | 115 | 5.6 | 93.5 | 87.9 | 5.8 | 115 | -8.2%
Cc1ccccc1-c1cc(C(=O)Nc2sc(C(=O)OC(C)C)c(C)c2C#N)c2ccccc2n1 | -40.2% | -2.5 | 141 | · | · | · | 2.5 | 141 | -5.4%
O=C(CN1C(=O)NC2(CCc3ccccc32)C1=O)Nc1ccc(N2CCOCC2)cc1 (configuration not stated) | -57.7% | -11.5 | 136 | · | · | · | 11.5 | 136 | 11.9%
Nn1c(SCC(=O)Nc2ccc(F)cc2)nnc1-c1cccnc1 | -6.0% | 31.4 | 142 | -4.0 | 90.7 | 94.6 | -31.4 | 142 | -6.1%

Brought forward from above: 2 entries, then new ones.
SMILES | PLAP inhibitors HTS | IL1B NFkB pot | IL1B NFkB pot cell count 2 µM | MRP reversal | MRP reversal cytotoxicity | MRP reversal with doxorubicin | IL1B NFkB inh | IL1B NFkB inh cell count 2 µM | Bcl-B TR3 displacers
O=C(CN1C(=O)NC2(CCc3ccccc32)C1=O)Nc1ccc(N2CCOCC2)cc1 (configuration not stated) | -57.7% | -11.5 | 136 | · | · | · | 11.5 | 136 | 11.9%
Nn1c(SCC(=O)Nc2ccc(F)cc2)nnc1-c1cccnc1 | -6.0% | 31.4 | 142 | -4.0 | 90.7 | 94.6 | -31.4 | 142 | -6.1%
O=S(=O)(NCCc1ccccc1)c1cccc(S(=O)(=O)N2CCOCC2)c1 | -48.7% | -10.7 | 100 | 15.7 | 97.2 | 81.5 | 10.7 | 100 | -8.4%
Cn1c(Cc2c[nH]c3ccccc23)n[nH]c1=S | -81.2% | 3.4 | 171 | -2.3 | 82.8 | 85.0 | -3.4 | 171 | 16.9%
N#Cc1nc(COc2ccccc2)oc1N1CCOCC1 | 15.0% | 17.7 | 168 | 18.8 | 103.7 | 84.9 | -17.7 | 168 | -1.4%
CCC(=O)N1CCc2cc(S(=O)(=O)NC(C(=O)NCc3ccc(F)cc3)C(C)C)ccc21 (configuration not stated) | -35.4% | 7.4 | 138 | 21.3 | 100.7 | 79.4 | -7.4 | 138 | -5.8%
Cc1cc(=O)[nH]c(SCc2nc3ccccc3s2)n1 | -5.3% | -4.8 | 119 | 5.4 | 96.0 | 90.5 | 4.8 | 119 | -7.5%
O=C(Nc1cccc(Cl)c1)C1=Cc2cc(Cl)ccc2OC1 | 9.6% | 16.7 | 162 | -4.4 | 94.4 | 98.8 | -16.7 | 162 | 2.1%
CCC(Sc1nc2ccccc2[nH]1)C(=O)Nc1cc(C)on1 (configuration not stated) | -107.1% | · | · | -17.9 | 85.8 | 103.7 | · | · | -1.9%
COc1ccccc1-c1nn2c(C(F)(F)F)nnc2s1 | 6.2% | 5.0 | 194 | 0.9 | 84.3 | 83.4 | -5.0 | 194 | 0.9%
COc1cccc(NC(=O)N2CCN(C(=O)C(Cc3ccc(OC)c(OC)c3)NC(C)=O)CC2)c1 (configuration not stated) | · | -2.7 | 189 | 1.8 | 95.9 | 94.0 | 2.7 | 189 | ·
COc1ccc(CCNC(=O)CSc2nc(C)nc3c2c(=O)n(C)c(=O)n3C)cc1OC | -5.9% | · | · | 14.9 | 97.3 | 82.4 | · | · | -0.5%
COc1cc(C(=O)Nc2ccc(S(=O)(=O)Nc3onc(C)c3C)cc2)cc(OC)c1OC | -47.1% | 3.5 | 95 | 20.9 | 90.3 | 69.4 | -3.5 | 95 | 1.0%
CCOc1ccc(-c2[nH]nc3c2C(c2ccc4c(c2)OCO4)C(C#N)=C(N)O3)cc1OC (configuration not stated) | 0.7% | · | · | -12.0 | 92.0 | 104.0 | · | · | -1.1%
CCCSc1nc(N2CCCC2)c2c(c1C#N)CC(C)(C)OC2 | -13.1% | -14.2 | 83 | -0.9 | 56.6 | 57.4 | 14.2 | 83 | -4.2%
CN(C)c1ccc(NC(=O)Cn2cc3c(n2)CCCC3)cc1 | -13.6% | · | · | -23.4 | 43.1 | 66.5 | · | · | 21.8µM*
Cc1cccc(NC(=O)c2snc3c(=O)[nH]cnc23)c1 | 10.4% | 19.9 | 203 | -3.7 | 93.1 | 96.8 | -19.9 | 203 | 8.6%
Fc1ccc(OCc2nc(-c3ccc(Br)o3)no2)c(F)c1 | 49.5% | -2.2 | 185 | 0.9 | 93.2 | 92.3 | 2.3 | 185 | -8.5%
CC(=O)Nc1ccc(-c2nnn(CC(=O)c3ccccc3)n2)cc1Cl | 10.4% | 6.3 | 115 | 12.2 | 98.9 | 86.8 | -6.3 | 115 | -1.5%
COc1ccc(OC(C)C(=O)Nc2cccnc2)cc1 (configuration not stated) | 6.0% | -6.3 | 164 | 2.7 | 98.6 | 95.9 | 6.3 | 164 | 6.4%
Cc1nc2ccc(NC(=O)c3ccc(Cl)s3)cc2s1 | 2.7% | -2.0 | 196 | -14.0 | 72.8 | 86.8 | 2.0 | 196 | -6.8%
COC(=O)c1cccc(NC(=O)CCCOc2cccc(C)c2)c1 | 27.5% | 10.1 | 199 | 10.1 | 102.0 | 91.9 | -10.1 | 199 | -6.8%
CCCc1nc2oc(C(=O)OCC)c(N)c2c2c1COC(C)(C)C2 | -26.1% | 3.4 | 138 | -26.7 | 66.7 | 93.4 | -3.4 | 138 | 2.1%
Cc1ccc(S(=O)(=O)N2CCC(C(=O)N3Cc4ccccc4C3)CC2)cc1 | -6.0% | 11.4 | 207 | -1.7 | 87.3 | 89.1 | -11.4 | 207 | 0.0%
CC(C(=O)NCc1cccnc1)N1C(=O)c2ccccc2C1=O (configuration not stated) | · | -3.4 | 194 | 6.6 | 99.7 | 93.1 | 3.4 | 194 | ·
Cc1ccc(CCNc2ccc3ccccc3c2)cn1 | · | 2.7 | 107 | 15.5 | 94.3 | 78.8 | -2.7 | 107 | ·
O=C(NC(=S)NCCc1ccccc1)c1ccccc1 | 24.2% | -1.1 | 118 | · | · | · | 1.1 | 118 | -4.1%
Cc1cccc(S(=O)(=O)CC(=O)Nc2nc(-c3ccccc3)cs2)c1 | -13.6% | · | · | 12.9 | 99.7 | 86.8 | · | · | 11.3%
COc1ccc(-c2ccc(-c3nnc(-c4cc(OC)ccc4OC)o3)cc2)cc1 | -42.8% | 9.0 | 157 | 9.8 | 91.7 | 81.8 | -9.0 | 157 | 5.6%
CCCCCCCCCCNC(=O)CCn1[nH]c(=O)c2ccccc2c1=O | · | -4.8 | 64 | 1.7 | 95.3 | 93.6 | 4.8 | 64 | ·
Cc1c(NC(=O)COC(=O)c2cc3c4ccccc4n(C)c3s2)c(=O)n(-c2ccccc2)n1C | -21.5% | 0.5 | 118 | -4.1 | 78.7 | 82.8 | -0.5 | 118 | 2.7%
Cc1cccc(CS(=O)(=O)Cc2ccc(C(=O)NCCCN3CCCC3)o2)c1 | -28.2% | -17.5 | 65 | -7.4 | 91.3 | 98.7 | 17.5 | 65 | 3.6%
COc1cc(C=O)c(Br)cc1OCc1ccc(C)cc1 | -5.2% | 5.4 | 121 | · | · | · | -1.0 | 117 | 12.3%
